Screening results from PubChem BioAssay.
Avidin fluor – green autofluorescence of compounds with avidin beads – biophysical, 488/530 nm, flow cytometry, artefact control, profiling panel; compound fluorescence 488/530 nm; stronger effect = higher value; fluorescence (KMESF) at 10 µM; actives 0.38% (n = 220,000); AID 1775, 2009; in the data active means fluorescence above about 47; further: inactives centre near 10
Rab2 wt GTP – modulators of GTP binding to Rab2A wildtype, primary screen, biochemical, dog, bead-based flow cytometry, multiplex. Ras-related protein Rab-2A (Canis lupus familiaris), P61105. actives 0.19% (n = 190,000). AID 760, 2007. GTP binding activity, % at 10 µM. GST-Rab2 wt beads, Bodipy-GTP binding;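 active means GTP binding activity at least 20 points away from 100%, either lowered or raised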;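 further: 0% = beads with excess unlabeled GTP and 100% = no-compound control corrected for plate trend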
HRas wt GTP bind – modulators of GTP binding to HRas wildtype, primary screen, biochemical, bead-based flow cytometry, multiplex. GTPase HRas (Homo sapiens), P01112. GST-Ras wt beads, Bodipy-FL-GTP binding; actives lie on both sides. GTP binding activity, % at 10 µM. actives 0.14% (n = 190,000);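 active means GTP binding activity at least 20% away from the 100% baseline, either lowered as inhibitor or raised as activator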;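 further: 0% = unlabeled GTP competition control and 100% = no-compound control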
Target sequence (P01112 whole entry, looked up): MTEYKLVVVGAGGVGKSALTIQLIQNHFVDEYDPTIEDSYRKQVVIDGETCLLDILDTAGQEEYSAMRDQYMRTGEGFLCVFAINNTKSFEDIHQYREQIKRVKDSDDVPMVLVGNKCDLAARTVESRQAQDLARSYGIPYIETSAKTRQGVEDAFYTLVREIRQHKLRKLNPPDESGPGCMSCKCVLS
ABCG2 block – ABCG2 efflux pump inhibitors, primary screen, multiplex with ABCB1, IgMXP3 cells, flow cytometry; inhibition, % at 6.6 µM; Broad substrate specificity ATP-binding cassette transporter ABCG2 (Homo sapiens), Q9UNQ0; actives 0.1% (n = 190,000); JC-1 efflux;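 active means inhibition above 80%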;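 further: 0% = DMSO and 100% = nicardipine control wells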
Target sequence (Q9UNQ0 whole entry, looked up): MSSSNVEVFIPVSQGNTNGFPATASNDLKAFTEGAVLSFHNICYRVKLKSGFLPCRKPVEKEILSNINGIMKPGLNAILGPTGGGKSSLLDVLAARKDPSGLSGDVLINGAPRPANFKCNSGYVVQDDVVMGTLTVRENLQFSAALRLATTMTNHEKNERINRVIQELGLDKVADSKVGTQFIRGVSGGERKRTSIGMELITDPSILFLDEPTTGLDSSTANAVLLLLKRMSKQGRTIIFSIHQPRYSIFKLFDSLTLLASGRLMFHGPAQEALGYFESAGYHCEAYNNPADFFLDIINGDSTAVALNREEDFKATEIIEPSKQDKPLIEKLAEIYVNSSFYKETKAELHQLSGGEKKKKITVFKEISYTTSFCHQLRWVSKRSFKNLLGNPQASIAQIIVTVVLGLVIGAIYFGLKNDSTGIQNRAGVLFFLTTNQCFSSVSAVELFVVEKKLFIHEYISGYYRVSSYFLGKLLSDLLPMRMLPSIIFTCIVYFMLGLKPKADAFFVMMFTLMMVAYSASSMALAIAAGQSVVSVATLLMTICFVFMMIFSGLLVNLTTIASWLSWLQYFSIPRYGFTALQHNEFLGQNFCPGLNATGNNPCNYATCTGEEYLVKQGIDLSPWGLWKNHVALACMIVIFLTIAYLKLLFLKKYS
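System: two drug-resistant human cell lines, ABCG2 and ABCB1; controls: nicardipine high and DMSO low controls; times: 10 min exposure at 25 °C with rotation, no wash; detection: flow cytometry of retained JC-1 fluorescence; read-out basis: percent efflux inhibition, scaled nicardipine 100% to DMSO 0%; doses: one concentration, 6.6 µM final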
Rac1 mut GTP – GTP binding modulators of activated mutant Rac1, primary screen, biochemical, bead-based flow cytometry, multiplex, fluorescent GTP. GST-Rac1 activated beads; actives lie on both sides; 100% means binding = to untreated wells. Ras-related C3 botulinum toxin substrate 1 (Homo sapiens), P63000. actives 0.11% (n = 190,000). percent activity (GTP binding), % at 10 µM;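 active means GTP binding at least 20 percentage points away from the 100% baseline, in either direction, so actives lie on both sides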
Pf gametocyte – late stage P. falciparum gametocyte viability inhibitors, primary screen, ATP luminescence, HTS | P. falciparum stage V gametocytes, 24 h | inhibition, % at 10.9 µM | actives 0.065% (n = 150,000) | AID 743093, 2013;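 active means inhibition above the mean plus 3 SD of compounds within the control limits, set per campaign, cut at about 38% in these data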;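 further: 0% = DMSO wells and 100% = medium only without gametocytes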
ABCB1 block – ABCB1 efflux pump inhibitors, primary screen, cell-based, multiplex, flow cytometry, ABCG2 counter-screen; AID 1326, 2008; CCRF-Adr cells, JC-1 efflux; inhibition, % at 6.6 µM; actives 0.067% (n = 190,000); ATP-dependent translocase ABCB1 (Homo sapiens), P08183; in the data active means inhibition above about 40%;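 further: 0% = vehicle and 100% = reference inhibitor; higher value means more JC-1 retained so stronger ABCB1 efflux block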
Cdc42 wt – modulators of GTP binding to wildtype Cdc42, primary screen, biochemical, multiplex bead flow cytometry, Bodipy-GTP; Cell division control protein 42 homolog (Homo sapiens), P60953; GST-Cdc42 beads; actives lie on both sides; percent activity (GTP binding), % at 10 µM; actives 0.2% (n = 190,000);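 active means percent activity GTP binding at least 20 points away from the 100% baseline, either down as inhibitor or up as activator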;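 further: median bead fluorescence of bound Bodipy-FL-GTP at 100 nM; 0% = excess unlabeled GTP control and 100% = no compound control; below 100% means less GTP binding so inhibitor and above means activator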
Target sequence (P60953 whole entry, looked up): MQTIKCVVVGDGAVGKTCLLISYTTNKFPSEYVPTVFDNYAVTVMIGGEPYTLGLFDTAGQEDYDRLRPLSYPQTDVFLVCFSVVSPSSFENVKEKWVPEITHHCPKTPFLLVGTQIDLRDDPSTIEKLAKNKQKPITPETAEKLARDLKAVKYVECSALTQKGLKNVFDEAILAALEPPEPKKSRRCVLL
Mcl1-Noxa inh – Mcl-1/Noxa binding inhibitors, primary screen, biochemical, TR-FRET, 1536-well. TR-FRET Mcl-1/Noxa peptide binding, 2 h. Induced myeloid leukemia cell differentiation protein Mcl-1 (Homo sapiens), Q07820. actives 1.5% (n = 220,000). inhibition, % at 21.7 µM. AID 1022, 2008;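 active means compounds that cut the protein-peptide binding signal by more than 50% relative to plate controls in a single-dose test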;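 further: His-tagged Mcl-1 with rhodamine Noxa BH3 peptide and terbium anti-His antibody; 0% = Mcl-1 plus Noxa peptide wells and 100% = peptide-only wells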
Rab7 wt GTP bind – modulators of GTP binding to Rab7, primary screen, biochemical, wildtype, multiplex bead flow cytometry; actives 0.055% (n = 190,000); Rab7 GTPase wild type (dog), Bodipy-FL-GTP binding; GST-Rab7 beads, fluorescent GTP binding; actives lie on both sides; untreated = 100%, excess cold GTP = 0%; GTP binding activity (percent of control), % at 10 µM;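 active means fluorescent GTP binding to Rab7 beads changed by at least 20 points from the 100% baseline, either direction, mostly lower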;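 further: median green fluorescence of bound Bodipy-FL-GTP per Rab7 bead population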
Rac1 wt modul – wildtype Rac1 GTP binding modulators, primary screen, biochemical, GST-Rac1 beads, flow cytometry, multiplex; GTP binding activity (% of control), % at 10 µM; AID 757, 2007; actives 0.27% (n = 190,000); Ras-related C3 botulinum toxin substrate 1 (Homo sapiens), P63000; fluorescent GTP binding; actives lie on both sides; 0 = cold GTP competed, 100 = untreated;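 active means GTP binding activity at least 20 points away from the 100% control level, either lower or higher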
Active calls of the source: *; · = not tested or not shown.

SMILES | Avidin fluor | Rab2 wt GTP | HRas wt GTP bind | ABCG2 block | Rac1 mut GTP | Pf gametocyte | ABCB1 block | Cdc42 wt | Mcl1-Noxa inh | Rab7 wt GTP bind | Rac1 wt modul
COc1ccc(NC(=O)CCC(=O)c2cccs2)cc1S(=O)(=O)Nc1ccc(Cl)cc1 | 11 | 97 | 102 | 11 | 99 | -15 | 0.0 | 105 | 15 | 100 | 103
COc1ccc(N2CCN(C(=O)Cc3nn(C)c(=O)c4ccccc34)CC2)cc1 | 8 | 95 | 97 | 1 | 96 | · | 0.4 | 98 | -7 | 95 | 100
CC(=O)Nc1cccc(Oc2nc(C)cc(C)c2C#N)c1 | 8 | 100 | 99 | 0 | 100 | · | 0.0 | 97 | 9 | 101 | 101
O=C(CCn1cccc1)NCCc1ccc(Cl)cc1 | 34 | 99 | 100 | 2 | 97 | · | 0.3 | 100 | 10 | 101 | 98
CCOC(=O)/C=c1\s/c(=C\c2c(OC)ccc3ccccc23)c(=O)n1CC(=O)NCC1CCCO1 (stereo unspecified) | 6 | 98 | 98 | 3 | 96 | · | 2.0 | 97 | 3 | 97 | 95
O=C(Nn1cnnc1)c1ccccc1-c1ccccc1 | 10 | 96 | 97 | 1 | 94 | · | 0.3 | 98 | 13 | 93 | 96
Cc1cc(-c2nnc(SCC(=O)c3ccc(F)cc3)o2)no1 | 16 | 98 | 100 | -2 | 100 | · | -0.5 | 101 | 4 | 102 | 107
COC(=O)C12CCC3(SCCS3)C(C(=O)OC)(CCC13SCCS3)C2 | 10 | 97 | 98 | 3 | 97 | -3 | 1.6 | 98 | 0 | 94 | 103
CCCCOC(=O)Nc1ccc(S(=O)(=O)Nc2nc(C)cc(C)n2)cc1 | 16 | 100 | 100 | 2 | 96 | · | 0.1 | 99 | 14 | 101 | 101
O=C(COC(=O)Cc1ccc(Cl)cc1)Nc1ccccc1F | 10 | 90 | 92 | 3 | 88 | 10 | 1.0 | 89 | -4 | 101 | 89
O=C(NC1CCCC1)C(c1ccccn1)N(C(=O)c1csnn1)C1CC1 (stereo unspecified) | 14 | 98 | 100 | 0 | 97 | 15 | 0.3 | 102 | -6 | 96 | 98
CNC(=O)c1cc2cc(Br)ccc2s1 | 11 | 95 | 98 | 4 | 93 | -33 | -0.2 | 92 | 5 | 101 | 97
NC(=O)C[C@H]1NC(=O)[C@H](CCC(=O)O)NC(=O)c2cc([N+](=O)[O-])cc(I)c2NCCC[C@@H](C(N)=O)NC1=O | 10 | 95 | 96 | 2 | 97 | · | 0.5 | 98 | 4 | 92 | 98
COc1ccc(NC(=O)COC(=O)COc2cccc(Br)c2)cc1OC | 14 | 96 | 96 | 7 | 94 | -23 | 0.7 | 95 | 0 | 92 | 94
Cc1cccc(OCCCC(=O)NC(C)C)c1 | 25 | 98 | 99 | -1 | 97 | 13 | -0.4 | 100 | -4 | 99 | 100
O=C(CN1CCN(CCC(=O)Nc2ccccc2F)CC1)Nc1ccc(Cl)cc1 | 7 | 106 | 105 | 1 | 101 | 8 | 0.3 | 105 | 0 | 107 | 112
Cc1ccc(C)c(-n2c(=O)c(C#N)cc3c(=O)n4ccccc4nc32)c1 | 8 | 94 | 94 | 3 | 95 | -7 | 0.5 | 95 | 2 | 90 | 96
Cc1ccc(S(=O)(=O)CC(=O)NC2CC2)cc1 | 6 | 98 | 99 | -1 | 97 | 15 | -0.2 | 99 | 12 | 99 | 100
N#CC(C#SN)=C1CCCCC1 | 30 | 92 | 93 | 8 | 93 | -24 | 0.3 | 92 | 12 | 93 | 91
COC(=O)c1sccc1NC(=O)CN(C)NS(=O)(=O)c1ccc(Cl)cc1 | 36 | 101 | 104 | 2 | 101 | · | 0.4 | 106 | -10 | 97 | 103
CC1(C)Cc2noc(N)c2C(C)(C)N1OC(=O)c1scc2c1OCCO2 | 31 | 98 | 103 | 3 | 103 | · | 1.2 | 107 | 24 | 100 | 106
CCOc1[nH]n(-c2ccccc2)c(=O)c1C=Nc1ccc(OC)cc1 | 12 | 96 | 97 | 11 | 97 | -1 | 4.3 | 93 | 4 | 102 | 99
CCCC(=O)Nc1nc(-c2ccc3c(c2)CCN3S(C)(=O)=O)cs1 | 35 | 96 | 99 | 4 | 98 | · | 1.2 | 105 | 15 | 94 | 103
O=C(NCc1cccnc1)c1cccc(C(F)(F)F)c1 | 8 | 103 | 103 | 3 | 99 | · | 0.2 | 103 | 17 | 102 | 104
CNC(=O)CCC(=O)Nc1ccc(C(=O)OC)cc1 | 13 | 104 | 102 | 10 | 100 | · | 0.5 | 107 | 9 | 101 | 106

Continuation.
SMILES | Avidin fluor | Rab2 wt GTP | HRas wt GTP bind | ABCG2 block | Rac1 mut GTP | Pf gametocyte | ABCB1 block | Cdc42 wt | Mcl1-Noxa inh | Rab7 wt GTP bind | Rac1 wt modul
CCCC(=Nc1ccccc1OC)C1=C(O)CC(c2ccccc2)CC1=O (stereo unspecified) | 2 | 100 | 101 | 4 | 98 | -14 | 0.8 | 100 | -4 | 100 | 102
CCNC(=S)NNC(=O)c1csc2c1CCCC2 | 24 | 99 | 98 | 16 | 97 | · | 0.7 | 97 | 21 | 100 | 103
CN(C)c1cccc(C(=O)NNC(=S)NC2CCCC2)c1 | 6 | 100 | 99 | 0 | 99 | -8 | -0.5 | 100 | -9 | 107 | 99
COC(=O)C(NC(C)=O)(Nc1nc2c(C)cc(C)cc2s1)C(F)(F)F (stereo unspecified) | 9 | 99 | 101 | 6 | 100 | -8 | 0.8 | 99 | 16 | 98 | 101
Cc1cnc(NC(=O)CN2CCN(c3ccccn3)CC2)s1 | 8 | 96 | 98 | 1 | 97 | · | 0.2 | 100 | 6 | 98 | 99
N#CCn1c(C2CCCCC2)nc2ccccc2c1=O | 27 | 92 | 91 | -1 | 90 | · | -0.2 | 89 | 3 | 96 | 90
Cc1ccc2oc(-c3ccc(NC(=O)CC(C)C)cc3)nc2c1 | 35 | 96 | 95 | 2 | 93 | -11 | 0.1 | 95 | -15 | 97 | 95
NS(=O)(=O)c1cccc(NC(=O)CSc2nc3ccc(Cl)cc3[nH]2)c1 | 26 | 96 | 98 | 1 | 97 | 23 | 0.0 | 96 | 8 | 102 | 95
Cc1nc(NC(C)c2ccccc2)c2oc3ccccc3c2n1 (stereo unspecified) | 9 | 100 | 101 | 7 | 99 | · | 1.1 | 103 | 40 | 99 | 104
O=C1C2C3CC(C(Br)C3Br)C2C(=O)N1c1ccccn1 (stereo unspecified) | 8 | 102 | 99 | 12 | 96 | · | 0.5 | 102 | 5 | 95 | 98
CCCc1cc(C(=O)Nc2cc(C)nn2-c2ccccc2)no1 | 6 | 102 | 104 | 1 | 102 | · | 0.8 | 108 | 11 | 100 | 109
COc1ccc(CCN=C(N)NS(=O)(=O)c2cccs2)cc1 | 25 | 100 | 99 | 2 | 97 | · | 0.1 | 96 | -14 | 103 | 97
COc1ccc(Nc2nccc3c2nnn3C)cc1 | 8 | 98 | 99 | 3 | 97 | -52 | 0.6 | 101 | 17 | 100 | 100
CC(C)CCNC(=O)C1CCCN1C(=O)NC1CCCCC1 (stereo unspecified) | 7 | 99 | 101 | 1 | 99 | · | 0.4 | 102 | -6 | 102 | 110
N#Cc1nc(COc2ccc(Br)cc2)oc1NCCCn1ccnc1 | 13 | 102 | 102 | 5 | 100 | 14 | 0.9 | 102 | -29 | 100 | 100
Cn1c(N)c(C(=O)c2ccc(F)cc2F)c(=O)n(C)c1=O | 15 | 101 | 102 | 4 | 101 | 2 | 0.8 | 102 | 6 | 102 | 102
OC(Cn1cncn1)(c1ccccc1)c1ccccc1 | 18 | 101 | 102 | 1 | 98 | · | 0.4 | 100 | 22 | 102 | 95
CC(C)[C@H](NS(=O)(=O)c1ccc2c(c1)OCCO2)C(=O)OCC(=O)Nc1cc(Cl)ccc1Cl | 26 | 99 | 99 | 67 | 100 | · | 0.8 | 103 | 10 | 98 | 103
CN1CCN(C2=C(Cl)C(=O)N(c3cccc(Cl)c3)C2=O)CC1 | 21 | 102 | 102 | 1 | 98 | · | 0.3 | 104 | 13 | 99 | 104
CCSC1=C(C#N)C(c2ccccc2OC)CC(=O)N1 (stereo unspecified) | 24 | 98 | 101 | 3 | 97 | · | 0.7 | 101 | 4 | 99 | 102
CN(C)/C=C1/N=C(c2ccccc2)OC1=O | 7 | 103 | 102 | 4 | 100 | · | 0.7 | 104 | 20 | 103 | 106
CCOC(=O)c1ccc(CNCc2ccc(Br)cc2)cc1 | 12 | 99 | 101 | 15 | 100 | · | 0.7 | 104 | 15 | 99 | 105
Cc1ccccc1C(=O)N1CCC(C(=O)O)CC1 | 30 | 99 | 98 | 0 | 96 | · | 0.5 | 99 | 0 | 99 | 101
S=C(NCc1ccco1)Nc1cc(-c2ccccc2)[nH]n1 | 10 | 94 | 94 | 9 | 97 | 2 | -0.6 | 96 | 13 | 95 | 97
COC(=O)C(C(=O)OC)c1ccc(-n2cccc2)cc1 | 9 | 96 | 94 | 0 | 93 | 20 | 0.0 | 98 | 8 | 96 | 96
CCOC(=O)N1CC=C2C(C#N)=C(N)C(C#N)(C#N)[C@H](c3ccccc3OCC)[C@H]2C1 | 40 | 100 | 100 | 1 | 98 | -15 | 0.8 | 101 | -7 | 96 | 99
CSc1ccc(CN2C(=O)NC3(CCCCCCC3)C2=O)cc1 | 6 | 95 | 96 | 3 | 95 | 9 | 0.8 | 96 | -2 | 97 | 96
Cc1nc2cc(-c3cccc(F)c3)nn2c(N2CCN(C(=O)c3ccco3)CC2)c1C | 16 | 91 | 92 | 91* | 93 | · | 63* | 91 | 4 | 92 | 93

ABCG2 block, entries above that show a hit.
molecule | Avidin fluor | Rab2 wt GTP | HRas wt GTP bind | ABCG2 block | Cdc42 wt | Mcl1-Noxa inh | Rab7 wt GTP bind
Cc1nc2cc(-c3cccc(F)c3)nn2c(N2CCN(C(=O)c3ccco3)CC2)c1C | 16 | 91 | 92 | 91* | 91 | 4 | 92
